# Bioassay records (PubChem BioAssay)
# MCF10A rerep: DNA re-replication induction in MCF 10a cells. actives 2.9% (n = 350,000). MCF 10A DNA re-replication, Hoechst nuclear intensity, 48 h. AID 624296. Potency, µM (doses to about 46.1 µM), without a hit: at the highest dose activity, positive = re-replication, usual class: activators; also: % of control where 0% means no effect; nearly all actives have a fitted effect of over 50% in size
# TGFb SMAD3 inh: inhibitors of TGF-b signaling. HepG2 CAGA-GFP TGF-b/SMAD3 reporter, GFP fluorescence, 18 h; TGF-beta stimulated, 500 pg/mL final. Potency, µM (top dose mostly 46.1 µM), for the others: at the highest dose activity, negative = inhibition, hits mostly inhibitors. actives 1.2% (n = 410,000). AID 588855; also: % is scaled to controls: 0 for no effect and ±100 for the full control effect; nearly all actives have a fitted effect of over 65% in size
#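 HEPG2 CAGA-GFP, 1000 cells/well; 2 h settle, 37 C; cpd via pin tool; TGF-b 500 pg/mL final; 18 h, 37 C; GFP imaging ex488/em500-530; %Activity normalised to -TGF-b and +DMSO controls; CRC fit, curve class.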
# Nrf2 block: Nrf2 pathway inhibition; A549 ARE-Fluc reporter, luciferase luminescence, 18-24 h; Potency, µM (titrated, usually from 46 µM), without a hit: top-dose activity change, negative = inhibition, actives largely listed as inhibitors; actives 2.1% (n = 360,000); also: % is scaled to controls: 0 for no effect and ±100 for the full control effect; nearly all actives have a fitted effect of over 60% in size
#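 A549 ARE_Fluc cells (5000/well, 5% FBS OPTI-MEM) pre-incubated 2 h, then treated with compounds 18-24 h at 37C/5% CO2 in concentration-response. CellTiter-Fluor viability read first; BugLite luciferase luminescence after 15 min at room temperature gives Nrf2 activity.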
# Nrf2 activator: Nrf2 pathway activation. AREc32 ARE-luciferase reporter (MCF7-derived line), luminescence, 24 h. Potency, µM (titrated, usually from 46.1 µM), for inactives: top-dose activation, actives largely listed as activators. actives 0.31% (n = 410,000). AID 624171; also: % of control where 0% means no effect; nearly all actives have a fitted effect of over 65% in size
#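 Nrf2 activation is followed as ARE-luciferase induction in the AREc32 line after one day of compound treatment; luminescence is read with Steady-Glo.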
# HepG2 viability: kills HepG2 cells in TGF-b inhibitor counter-screen; HepG2 CAGA-GFP viability, ATP luminescence, 18 h; Potency, µM (titrated, usually from 46.1 µM), inactives show at the top dose activity change, negative = cytotoxicity, usual class: cytotoxic; actives 0.76% (n = 410,000); AID 588856; also: some results filed as inactive show a strong effect at the top dose
#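 HepG2 CAGA-GFP cells (1000/well, DMEM with 1% FBS) received compound, then TGF-beta at 500 pg/mL final, and were incubated 18 hours at 37 degrees C. Viability was read by CellTiter-Glo luminescence. Media-only wells were set as complete cell-killing and DMSO as no toxicity.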
# S2 tox: cell viability loss in ATXN counter-screen; S2 cells (HEK-293 line with an ATXN2-luciferase reporter) viability, CellTiter-Fluor protease fluorescence, 24 h; Potency, µM (top dose mostly 56.7 µM), actives largely listed as cytotoxic; actives 0.49% (n = 400,000); AID 651635; also: nearly all actives have a fitted effect of over 40% in size
# ATXN2 expr inh: reduces ATXN2 reporter expression in HEK-293 cells; actives 0.72% (n = 360,000); Potency, µM (top dose mostly 57 µM), for the others: top-dose activity change, negative = inhibition, usual class: inhibitors; HEK-293 ATXN2-luciferase reporter, luminescence, 24 h; AID 1745845; also: % is scaled to controls: 0 for no effect and ±100 for the full control effect; nearly all actives have a fitted effect of over 55% in size
#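 ATXN2-luciferase reporter cells (luciferase flanked by upstream and downstream ATXN2 gene portions) were treated 24 h at 37 °C with compounds at up to 57 uM. SteadyGlo luminescence gave expression; GF-AFC fluorescence gave viability.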
# A549 viability: kills or reduces viability of A549 cells in Nrf2 counter-screen. A549 ARE-Fluc cells, CellTiter-Fluor viability, 18-24 h. actives 0.16% (n = 390,000). Potency, µM (highest dose often 46 µM), for inactives: at the top dose activity change, negative = cytotoxicity, actives largely listed as inhibitors; also: % is scaled to controls: 0 for no effect and ±100 for the full control effect
#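 Cytotoxicity counterscreen: CellTiter-Fluor fluorescence was measured in A549 ARE_Fluc cells after 18-24 h of compound exposure in a concentration series. The subsequent BugLite luminescent read reports ARE-luciferase activity.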
# EPAC2 antag: antagonists of human EPAC2; EPAC2 GEF exchange of Rap1B-BODIPY-GDP, fluorescence; Q8WZA2; Potency, µM (series often up to 114 µM), without a hit: at the top dose activity, negative = inhibition, actives largely listed as inhibitors; AID 720708; actives 0.18% (n = 360,000); also: % is scaled to controls: 0 for no effect and ±100 for the full control effect; nearly all actives have a fitted effect of over 45% in size; many of its hits are not listed in these tables
# Target sequence (Q8WZA2 whole entry, looked up): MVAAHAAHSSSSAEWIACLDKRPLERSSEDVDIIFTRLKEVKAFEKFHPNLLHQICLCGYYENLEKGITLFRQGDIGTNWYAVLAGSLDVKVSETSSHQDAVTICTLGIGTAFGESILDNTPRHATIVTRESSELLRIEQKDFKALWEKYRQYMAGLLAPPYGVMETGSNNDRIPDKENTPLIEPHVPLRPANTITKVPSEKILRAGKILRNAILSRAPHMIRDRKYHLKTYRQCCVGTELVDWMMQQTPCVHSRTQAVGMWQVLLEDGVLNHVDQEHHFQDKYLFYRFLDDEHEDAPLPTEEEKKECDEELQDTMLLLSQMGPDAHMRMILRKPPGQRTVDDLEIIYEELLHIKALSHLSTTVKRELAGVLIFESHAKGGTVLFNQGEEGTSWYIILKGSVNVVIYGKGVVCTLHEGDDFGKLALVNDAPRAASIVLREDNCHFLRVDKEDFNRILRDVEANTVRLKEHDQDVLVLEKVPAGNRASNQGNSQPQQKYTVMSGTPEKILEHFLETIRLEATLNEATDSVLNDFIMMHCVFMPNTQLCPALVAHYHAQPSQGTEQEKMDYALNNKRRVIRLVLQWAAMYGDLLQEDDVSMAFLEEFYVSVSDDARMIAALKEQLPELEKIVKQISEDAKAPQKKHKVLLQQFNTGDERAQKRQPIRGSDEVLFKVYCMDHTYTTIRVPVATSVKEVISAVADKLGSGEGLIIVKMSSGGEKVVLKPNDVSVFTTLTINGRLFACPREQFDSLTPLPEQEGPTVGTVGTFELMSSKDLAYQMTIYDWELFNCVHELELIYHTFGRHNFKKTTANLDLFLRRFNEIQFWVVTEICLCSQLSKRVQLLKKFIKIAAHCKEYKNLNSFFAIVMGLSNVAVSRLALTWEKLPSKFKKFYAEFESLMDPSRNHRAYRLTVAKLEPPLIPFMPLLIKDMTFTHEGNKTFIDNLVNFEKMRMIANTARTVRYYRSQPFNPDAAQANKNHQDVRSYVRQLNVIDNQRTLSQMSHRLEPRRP
# Numbers without * were called inactive; i = inactive; ? = inconclusive; / = no result given; [ ] = another dose, or the depositor's remark. Calls follow the shape of the dose curve; as a rule, active = well fitted curve in the direction sought with a large enough effect; inconclusive = small, poorly fitted or top-dose-only effect, or another doubt; inactive = no such curve, though single readings can be large; an effect the other way counts as inactive or inconclusive. Potency is read from the fitted curve at half-maximal effect. These rows are one share of the data, so the mix of outcomes need not match the whole.
# Screens in order – Nrf2 block	ATXN2 expr inh	TGFb SMAD3 inh	EPAC2 antag	S2 tox	A549 viability	Nrf2 activator	MCF10A rerep	HepG2 viability
(1) CCC1(C)Cc2c(sc3nc(SCC(=O)O)[nH]c(=O)c23)CO1 (stereo not drawn)
    -3%	-9%	-6%	6%	i	-6%	-0.2%	-7%	-14%
(2) CN(c1ccccc1)S(=O)(=O)c1ccc(C(=O)N2CCN(c3ccccc3F)CC2)cc1
    -15%	/	?	-4%	?	7%	0.7%	7%	-24%
(3) COc1ccc(CNS(=O)(=O)c2cc(-c3cc(C)no3)ccc2C)cc1OC
    -27%	-21%	-20%	1%	i	1%	-0.3%	-2%	-4%
(4) COc1cc(/C=C/c2ccc3cccc(O)c3n2)cc(Br)c1OC
    -1%	-38%	-18%	-17%	?	2%	?	15µM*	5%
(5) O=C(CN1CCN(c2ccccc2)CC1)Nc1nnc(-c2ccccc2)s1
    4%	-15%	2%	21%	i	2%	4.4%	-1%	-2%
(6) CC(C)CCn1c(Sc2nc3ccccc3o2)nc2c1c(=O)[nH]c(=O)n2C
    -14%	?	?	13%	?	0%	30%	?	9%
(7) NC(=O)C1c2ccccc2Oc2ccccc21
    1%	-25%	3%	5%	?	1%	0.3%	-2%	4%
(8) CC(C)(C)C1CCc2c(sc(NC(=O)C3c4ccccc4Oc4ccccc43)c2C(N)=O)C1 (stereo not drawn)
    ?	/	/	/	/	1%	3.1%	/	-4%
(9) CCOc1ccc(CCNC(=O)COC(=O)c2c(OC)cccc2OC)cc1OCC
    -22%	10%	-7%	0%	?	-1%	0.3%	6%	-10%
(10) O=C(Nc1ccc(Cl)c([N+](=O)[O-])c1)C(Sc1ccccc1)c1ccccc1 (stereo not drawn)
    ?	?	?	-14%	?	-17%	3.4%	?	-52%
(11) COc1ccc(S(=O)(=O)Nc2c(C)cccc2C)cc1-n1cnnn1
    20%	-3%	15%	-3%	i	-8%	0.2%	3%	-8%
(12) CN(C)CCCNC(=O)Cc1ccc(Br)cc1
    12%	-11%	-10%	-22%	i	7%	-0.2%	13%	-1%
(13) CC(C)(C)c1ccc(OCC(O)CNC(=O)c2ccccc2C(=O)O)cc1 (stereo not drawn)
    ?	12%	0%	0%	i	-10%	-0.1%	2%	-4%
(14) COc1cccc(C(=O)N2CCC[C@H]2C(=O)N2CCC[C@H]2C(=O)N[C@@H](C)c2ccccc2)c1
    /	-12%	/	6%	?	/	0.1%	/	/
(15) COc1ccc2ccccc2c1C=NN1CCCCC1
    /	/	-6%	-1%	i	/	3.4%	/	-25%
(16) COC(=O)C(C)(C)ONC(=O)Nc1ccc([N+](=O)[O-])cc1
    21%	26%	10%	8%	i	-10%	0.3%	0%	0%
(17) CN(C)S(=O)(=O)c1ccc(C(=O)N2CCN(C(=O)C3CCCO3)CC2)cc1 (stereo not drawn)
    7%	-6%	-5%	16%	i	-2%	-0.3%	0%	-5%
(18) COCCN1C[C@@H](CO)O[C@@H](n2cnc3c(NC4CC4)ncnc32)C1
    /	0%	-3%	6%	i	/	-0.4%	/	4%
(19) CCOC(=O)CSc1nc2cc3c(cc2cc1CC)OCCO3
    -14%	-11%	0%	11%	i	8%	0.5%	-1%	11%
(20) C=CCN(CC=C)S(=O)(=O)c1ccc(NC(=S)NC(=O)c2ccco2)cc1
    /	-10%	9%	-2%	i	0%	-0.3%	6%	-32%

# (continued)
# Screens in order – Nrf2 block	ATXN2 expr inh	TGFb SMAD3 inh	EPAC2 antag	S2 tox	A549 viability	Nrf2 activator	MCF10A rerep	HepG2 viability
(21) CCN(CC)C(=O)COc1ccc(-c2nnc(N3CCCCC3)c3ccccc23)cc1
    -11%	-9%	-16%	-6%	i	-11%	2.3%	6%	-27%
(22) CSCCC(NC(=O)c1ccc(Cl)cc1)C(=O)NC(C)(C)C (stereo not drawn)
    -6%	1%	-5%	19%	i	-1%	0.0%	0%	3%
(23) COc1ccc(C(=O)N2CCC(C(=O)O)CC2)cc1
    -4%	1%	10%	6%	i	22%	-0.4%	3%	3%
(24) CN(C(=O)c1cc2ccccc2cc1O)C1CCCCC1
    -2%	0%	-27%	-16%	i	3%	-0.2%	-9%	-12%
(25) CC(C)C(OC(=O)c1cccs1)C(=O)NCc1ccco1 (stereo not drawn)
    -20%	-3%	13%	-3%	i	-5%	0.0%	17%	-19%
(26) CCCSc1nc2c(c(=O)n1CC)SC(C)C2 (stereo not drawn)
    -16%	4%	-7%	-26%	i	-2%	-0.2%	-3%	-20%
(27) O=C(Cc1cn(Cc2cccc(Cl)c2)c2ccccc12)N1CCCCCC1
    ?	-23%	?	-13%	i	?	4.0%	?	-9%
(28) CCOC(=O)CNC(=O)CCCCCC(=O)NCC(=O)OCC
    ?	4%	8%	0%	i	2%	0.1%	1%	1%
(29) COc1ccc(NC(=O)COC(=O)c2ccc(C)c(S(=O)(=O)N3CCCCC3)c2)cc1
    -7%	-8%	-3%	-16%	i	4%	2.5%	-1%	-58%
(30) COc1ccc(-n2c(SCc3cccnc3)nc3c(c2=O)SCC3)cc1OC
    ?	4%	-5%	-18%	i	0%	-1.1%	0%	-11%
(31) O=C(O/N=C\c1ccc(N2CCCCC2)c([N+](=O)[O-])c1)c1ccc(Cl)cc1Cl
    -1%	8%	1%	17%	?	-6%	0.1%	-6%	7%
(32) CCCCn1nc(C(=O)NNC(=O)c2ccncc2)c2ccccc2c1=O
    -3%	4%	4%	11%	i	0%	-0.6%	0%	0%
(33) Cc1cccc(Cn2c(NC3CCCC3)nc3c2c(=O)[nH]c(=O)n3C)c1
    /	/	-3%	-6%	i	/	-0.5%	/	-18%
(34) CCOc1ccc(CNC(=O)c2cc3cc(S(=O)(=O)N4CCCCC4)ccc3n2C)cc1
    /	/	-18%	/	/	-5%	0.5%	/	-15%
(35) CC(=O)Nc1nc2nc(-c3ccccc3)cc(-c3ccccc3)n2n1
    -10%	-3%	-8%	6%	i	-1%	0.7%	5%	-9%
(36) COc1c2ccoc2c(OC[C@@H](O)C(C)(C)O)c2oc(=O)ccc12
    8%	6%	2%	7%	i	-4%	-0.9%	0%	-2%
(37) CCOCCOC(=O)c1ccc(NC(=O)c2cc3ccccc3o2)cc1
    -1%	-17%[2.22 µM]	2%	-8%	?	1%	2.1%	-19%	-18%
(38) Cn1cncc1C#Cc1ccc2c(=O)c3ccccc3oc2c1
    0%	14%	-14%	3%	i	9%	0.8%	-9%	-15%
(39) COc1cc(/C=C(\C#N)c2nc3ccccc3[nH]2)ccc1OCc1cccc(C(F)(F)F)c1
    ?	-6%	?	/	i	-1%	4.9%	/	-44%
(40) COc1ccc(C(=O)N2CCN=C2SC)cc1
    -3%	1%	2%	-4%	i	0%	-0.1%	-1%	21%

# Overlap with the part before: 2 entries; new compounds follow.
# Screens in order – Nrf2 block	ATXN2 expr inh	TGFb SMAD3 inh	EPAC2 antag	S2 tox	A549 viability	Nrf2 activator	MCF10A rerep	HepG2 viability
(39) COc1cc(/C=C(\C#N)c2nc3ccccc3[nH]2)ccc1OCc1cccc(C(F)(F)F)c1
    ?	-6%	?	/	i	-1%	4.9%	/	-44%
(40) COc1ccc(C(=O)N2CCN=C2SC)cc1
    -3%	1%	2%	-4%	i	0%	-0.1%	-1%	21%
(41) O=C(CCNS(=O)(=O)c1c(Cl)cccc1Cl)N1CCCC1
    9%	1%	3%	1%	?	-1%	-1.0%	-8%	1%
(42) c1cc(CNCC2CCCO2)ccn1 (stereo not drawn)
    29%	-12%	-2%	6%	i	-2%	-0.7%	-3%	-2%
(43) COc1cc(C(=O)NNC(=O)c2ccoc2C)cc(OC)c1OC
    -17%	4%	4%	-20%	i	3%	-0.6%	-5%	2%
(44) COc1ccc(Nc2c3c(nc4ccc(NC(=O)c5ccc(F)cc5)cc24)CCCC3)cc1OC
    -21%	/	?	/	/	-16%	20%	/	-95%
(45) Cc1cccc(NC2SC(=O)N(c3ccccc3)C2=O)c1 (stereo not drawn)
    ?	31%	?	-1%	i	16%	0.5%	-3%	-12%
(46) CCC1CCCCN1CCCNC(=O)CC1Oc2ccc(C)cc2NC1=O (stereo not drawn)
    -10%	6%	8%	-7%	i	-3%	-1.2%	11%	12%

# Entries 1 through 7, quoted:
# Screens in order – Nrf2 block	ATXN2 expr inh	TGFb SMAD3 inh	EPAC2 antag	S2 tox	A549 viability	Nrf2 activator	MCF10A rerep	HepG2 viability
(1) CCC1(C)Cc2c(sc3nc(SCC(=O)O)[nH]c(=O)c23)CO1 (stereo not drawn)
    -3%	-9%	-6%	6%	i	-6%	-0.2%	-7%	-14%
(2) CN(c1ccccc1)S(=O)(=O)c1ccc(C(=O)N2CCN(c3ccccc3F)CC2)cc1
    -15%	/	?	-4%	?	7%	0.7%	7%	-24%
(3) COc1ccc(CNS(=O)(=O)c2cc(-c3cc(C)no3)ccc2C)cc1OC
    -27%	-21%	-20%	1%	i	1%	-0.3%	-2%	-4%
(4) COc1cc(/C=C/c2ccc3cccc(O)c3n2)cc(Br)c1OC
    -1%	-38%	-18%	-17%	?	2%	?	15µM*	5%
(5) O=C(CN1CCN(c2ccccc2)CC1)Nc1nnc(-c2ccccc2)s1
    4%	-15%	2%	21%	i	2%	4.4%	-1%	-2%
(6) CC(C)CCn1c(Sc2nc3ccccc3o2)nc2c1c(=O)[nH]c(=O)n2C
    -14%	?	?	13%	?	0%	30%	?	9%
(7) NC(=O)C1c2ccccc2Oc2ccccc21
    1%	-25%	3%	5%	?	1%	0.3%	-2%	4%
